# Growth percent in the NCI-60 one-dose screen (48 h, 10 µM unless noted): 100 = growth as untreated, 0 = no growth, -100 = all killed.
# SK-MEL-28: SK-MEL-28 melanoma; 4.1% of 81,000 active
# A549/ATCC: A549/ATCC NSCLC. 3.7% of 81,000 active
# HOP-92: HOP-92 NSCLC cells | AID 1794738 | 6.3% of 71,000 active
# SK-MEL-5: SK-MEL-5 melanoma; 6.4% of 80,000 active
# HOP-62: HOP-62 NSCLC | 3.9% of 80,000 active
# SK-MEL-2: SK-MEL-2 melanoma. AID 1794763. 4.7% of 77,000 active
# EKVX: EKVX NSCLC; 3% of 71,000 active; AID 1794765
# M14: M14 melanoma; 6.2% of 80,000 active; AID 1794745
# Starred values were filed as active, the others as inactive; · = no result given; & = joins results of further samples. The calls were made as follows: active = growth percent below 10; inactive = the rest.
cpd	Compound	SK-MEL-28	A549/ATCC	HOP-92	SK-MEL-5	HOP-62	SK-MEL-2	EKVX	M14
1	CC(C)(C)C(=O)/C=C/c1ccc([N+](=O)[O-])cc1	92	67	68	82	103	89	89	71
2	Cc1nc(-c2cccc(-c3nc4ccccc4n3Cc3ccc(Cl)cc3)c2)no1	110	81	79	88	98	82	99	95
3	CC(C)(C)c1ccc(C(C)(C)C)s1	112	97	·	106	103	126	115	109
4	CCCCCCCCCCCCCCCC(=O)N(CCC#N)c1ccc(N(CCC#N)C(=O)CCCCCCCCCCCCCCC)cc1	104	106	127	110	97	105	·	109
5	CC(C)CNCCOC(=O)c1ccc([N+](=O)[O-])cc1Cl	114	96	74	102	93	79	106	95
6	Nc1nc(N)c2[nH]c(N=Nc3ccc(N(CCO)CCO)cc3)nc2n1	104	100	117	101	105	98	98	104
7	O=C(c1cc2ccccc2o1)c1nn(-c2ccccc2)c2nc3nccc(-c4cc5c(ccc6ccccc65)oc4=O)c3c(=O)n12	115	69	34	87	88	86	86	86
8	CCC(C)C(NC(=O)CCN1C(=O)/C(=C/C(C)=C/c2ccccc2)SC1=S)C(=O)O (stereo unspecified)	110	101	·	110	104	114	102	99
9	CCOc1nc(-c2ccccc2)cc2c(O)c(C(=O)N/N=C/c3ccccc3O)[nH]c(=O)c12	67	85	83	·	·	61	97	101
10	Cc1sc2nc3nc(CC(=O)Nc4ccc(Cl)cc4)[nH]n3c(=O)c2c1C	114	·	·	99	110	87	90	99
11	COc1cccc2c(=O)c3c(sc12)c(N1CCN(C(=O)OC(C)(C)C)CC1)nc1ccccc13	95	99	74	97	89	96	87	91
12	C[C@H](CCC(=O)O)[C@H]1CCC2C3C(=O)CC4CC(=O)CC[C@]4(C)C3CC(=O)[C@@]21C (stereo partly specified)	110	·	79	104	96	108	108	101
13	Cc1ccc2nc(-c3ccc(-c4n[nH]c(=S)o4)cc3)[nH]c2c1	102	104	106	98	100	96	97	93
14	Nc1ccc(Br)cc1[N+](=O)[O-]	·	93	82	104	78	104	109	97
15	COc1ccc(/C=C/c2c(C(=O)/C=C/c3cccs3)c(C)nc3ccccc23)cc1	92	93	43	70	93	90	85	89

# Compounds listed so far that contain a tert-butyl group (3):
cpd	Compound	SK-MEL-28	A549/ATCC	HOP-92	SK-MEL-5	HOP-62	SK-MEL-2	EKVX	M14
1	CC(C)(C)C(=O)/C=C/c1ccc([N+](=O)[O-])cc1	92	67	68	82	103	89	89	71
3	CC(C)(C)c1ccc(C(C)(C)C)s1	112	97	·	106	103	126	115	109
11	COc1cccc2c(=O)c3c(sc12)c(N1CCN(C(=O)OC(C)(C)C)CC1)nc1ccccc13	95	99	74	97	89	96	87	91

# (further entries)
cpd	Compound	SK-MEL-28	A549/ATCC	HOP-92	SK-MEL-5	HOP-62	SK-MEL-2	EKVX	M14
16	CC(=O)OCCCC(CCC(CCC1CCCO1)OC(C)=O)OC(C)=O (stereo unspecified)	127	97	·	101	90	105	·	100
17	O=C1/C(=C/c2cn(-c3ccccc3)nc2-c2ccccc2)SC(=S)N1C1CCCCC1	101	103	47	100	101	108	97	99
18	CC(=O)OCCCC[n+]1ccc(SCC(=O)n2ccc3ccccc32)c2ccccc21	108	103	98	104	96	104	84	98
19	Cc1noc(NS(=O)(=O)c2ccc(N=Nc3ccc(N)nc3N)cc2)c1C	113	100	100	98	107	136	·	122
20	C[C@@H]1CN(C=O)[C@@H](C)CN1C(=S)Nc1ccccc1	111	89	91	107	96	100	106	111
21	Cc1ccc(S(=O)(=O)NNC(=O)C23CCC(CC2)C3)cc1	114	105	·	97	100	106	102	101
22	CCOC(=O)C(Cc1ccccc1)n1c(O)c(C=Nc2ccc(C(=O)OCCN(CC)CC)cc2)sc1=O (stereo unspecified)	93	74	84	89	103	91	·	-36*
23	CCCCOc1ccc(NC(=O)n2nc(N=NN(CC)CC)c3ccc(Cl)cc32)cc1	89	84	80	96	77	87	97	80
24	O=C1/C(=C2\SC(=S)N(C3CC3)C2=O)SC(=S)N1C1CC1	106	98	99	97	99	102	96	96
25	OCc1c(-c2ccccc2)nc2n1CCS2	118	86	·	68	97	106	89	98
26	CC(=Nc1ccccc1)Nc1ccccc1	114	107	79	104	105	·	102	112
27	O=C1N(C[P+](c2ccccc2)(c2ccccc2)c2ccccc2)CCCN1C[P+](c1ccccc1)(c1ccccc1)c1ccccc1	102	101	79	106	·	122	97	98
28	CO[C@H]1CN(C(=O)OC(C)(C)C)CC[C@@H](c2ccccc2)OC(=O)C[C@@]2(O)O[C@H]([C@@H](O)[C@H](O)[C@H]2O)[C@@H](O)/C=C/[C@H]1OC	107	104	128	105	99	108	99	·
29	CCCCNC(=O)NC(=O)CS(=O)(=O)c1ccc(C)cc1	116	105	·	116	·	116	107	109
30	O/N=C\c1ccc(Cl)cc1	111	91	93	117	102	108	102	102
31	COc1ccc(N2CCN(Cc3cc(C(=O)/C=C/c4c[nH]c5ccccc45)ccc3O)CC2)cc1	110	102	90	100	89	107	·	102
32	NS(=O)(=O)c1ccc(-n2cc(CN3CCCC3)nn2)cc1	108	103	101	102	106	111	103	·
33	COc1ccc(C(=O)Nc2ccc(Cl)cc2C(=O)Nc2ccncc2)cc1	111	94	50	91	81	101	·	75
34	CCOC(=O)CSc1ncnc2c1c(-c1ccccc1)cn2C1CCCCC1	99	84	86	91	83	95	102	92
35	O=C1S/C(=C\c2ccccn2)C(=O)N1Cc1cc2ccccc2nc1Cl	108	114	100	103	120	110	105	114
36	CC1=CC(=O)C=CC1=Nc1ccc(O)cc1	115	111	91	110	95	100	101	93
37	CCN1CCN(CC(=O)Nc2ccc(-c3cn4c(n3)sc3cc(Oc5ccnc(C(=O)NC)c5)ccc34)cc2)CC1	75	78	55	88	66	42	100	74
38	CC1(C(=O)c2ccccc2)OC1c1ccccc1 (stereo unspecified)	137	93	70	·	90	111	104	105
39	NC(=O)NC(=O)/C=C/C(=O)OCCCl	100	105	72	106	114	113	·	113
40	CCOC(=O)c1c(C)c(-c2ccccc2)nc2ccccc12	107	91	67	98	113	112	83	116
41	O=C(Nc1ccccc1-c1ccc(Oc2ccc3nnc(Cl)n3n2)cc1)C1CCCCC1	90	87	53	89	92	83	89	93
42	O=C(CN1CCCCCC1)Nc1nc2ccc(NCc3ccc(F)cc3)cc2s1	106	78	77	86	99	98	86	92
43	CC(=O)Nc1ccc(-n2cnc3cc(-c4ccc(O)cc4)ccc32)c(C)c1	85	81	85	80	81	102	86	82
44	O=C1OC(c2cccs2)Sc2ccccc21 (stereo unspecified)	99	106	103	97	101	·	·	96
45	Cc1nc2cc(Cl)ccc2c(=O)n1-c1c(CC(=O)O)cnn1C	97	109	80	109	99	122	103	100
46	O=S1c2ccccc2NC2C3C=CC(C3)C21 (stereo unspecified)	121&127	110&96	103&88	114&107	74&89	·	169&105	84&94
47	O=C(O)c1ccc(-n2cc(CNc3ccc(F)cc3)c(-c3ccc(C(F)(F)F)cc3)n2)cc1	88	74	78	68	81	110	74	93
48	C#CCOC(=O)C(N)CS (stereo unspecified)	95	118	94	104	93	115	93	97
49	Nc1ccc2[nH]c(=S)sc2c1	118	112	91	96	102	123	101	107
50	CCCC[N+](C)(C)N	107	100	72	111	107	106	·	96
51	COc1cccc(-c2nn(-c3ccccc3)cc2-c2ccnc(N3CCN(C(=O)Nc4ccccc4)CC3)c2)c1	84	87	·	84	95	105	80	95
52	CCOC(=O)n1cc(-c2nonc2-c2cn(C)c3ncccc23)c2cc(Br)ccc21	104	104	75	89	102	102	68	98
53	COc1ccc(COc2ccc(/C=C3/C(=O)Nc4cc(Cl)ccc43)cc2)cc1	99	99	93	97	95	114	96	98
54	Cc1ccc(/C=C/C(=O)c2ccc(O)c(CN3CCN(c4cc5c(cc4F)c(=O)c(C(=O)O)cn5C4CC4)CC3)c2)c(C)c1	103	60	77	78	95	95	79	81
55	COC(=O)c1ccco1	108	88	93	103	95	93	103	99
56	COc1ccc(-c2nc(N/N=C/c3ccc(OC)c(O)c3)nc(N3CCOCC3)c2C#N)cc1	93	86	75	86	95	97	95	102
57	S=C(Nc1ccccc1)Nc1cccc(NC(=S)Nc2ccccc2)c1	110	100	116	98	119	135	97	120
58	CNC(=O)c1cc(Oc2ccc3nc(NC(=O)c4cc(C)cc(C)c4)sc3c2)ccn1	80	90	9.1*	77	99	·	82	54
59	Cc1ccc(N(CSc2ccc(Cl)cc2)CSc2ccc(Cl)cc2)cc1	102	29	57	66	·	86	17	58
60	CC1(C)Oc2cc3oc(=O)ccc3cc2C[C@@H]1OCCOS(=O)(=O)c1ccc(F)cc1	102	101	83	95	·	96	99	97

# In another format: entries from further up.
[52] CCOC(=O)n1cc(-c2nonc2-c2cn(C)c3ncccc23)c2cc(Br)ccc21
  SK-MEL-28: 104; A549/ATCC: 104; HOP-92: 75; SK-MEL-5: 89; HOP-62: 102; SK-MEL-2: 102; EKVX: 68; M14: 98

[53] COc1ccc(COc2ccc(/C=C3/C(=O)Nc4cc(Cl)ccc43)cc2)cc1
  SK-MEL-28: 99; A549/ATCC: 99; HOP-92: 93; SK-MEL-5: 97; HOP-62: 95; SK-MEL-2: 114; EKVX: 96; M14: 98

[54] Cc1ccc(/C=C/C(=O)c2ccc(O)c(CN3CCN(c4cc5c(cc4F)c(=O)c(C(=O)O)cn5C4CC4)CC3)c2)c(C)c1
  SK-MEL-28: 103; A549/ATCC: 60; HOP-92: 77; SK-MEL-5: 78; HOP-62: 95; SK-MEL-2: 95; EKVX: 79; M14: 81

[55] COC(=O)c1ccco1
  SK-MEL-28: 108; A549/ATCC: 88; HOP-92: 93; SK-MEL-5: 103; HOP-62: 95; SK-MEL-2: 93; EKVX: 103; M14: 99

# (next part)
cpd	Compound	SK-MEL-28	A549/ATCC	HOP-92	SK-MEL-5	HOP-62	SK-MEL-2	EKVX	M14
61	O=C(OCC(O)COC(=O)c1cccnc1)c1cccnc1	123	104	98	105	96	109	91	109
62	CN(C)CCC(c1ccccc1)c1ccccn1 (stereo unspecified)	113	105	86	102	108	100	97	98
63	COc1cc2c(cc1OC)-c1c(oc3c4c(ccc3c1=O)OC(C)(C)C=C4)CO2	94	71	90	24	60	74	58	83
64	O=C1Nc2ccc(Cl)cc2/C1=N/c1n[nH]c(=S)s1	107	100	101	106	97	117	101	105
65	c1ccc(-c2cn(-c3nc(N4CCOCC4)c4ccccc4n3)nn2)cc1	104	84	39	·	92	96	73	109
66	CCOC(=O)C1([N+](=O)[O-])CC(c2ccccc2)ON(c2ccccc2)C1c1ccc(OC)cc1 (stereo unspecified)	93	75	45	84	97	92	·	88
67	CSc1nnc(-c2cnn3c2NC(c2ccccc2)C3)n1-c1ccc(Cl)cc1 (stereo unspecified)	107	92	90	91	97	96	93	99
68	Fc1ccc(Nc2ccnc3[nH]c4ccc(Br)cc4c23)cc1Cl	103	79	75	85	105	95	43	92
69	Cc1cc(=O)[nH]c2c(C#N)cnn12	105	98	109	99	105	102	97	105
70	O=c1sc(N=Nc2ccccc2)c(S)n1-c1ccccc1	94	89	72	81	83	85	96	87
71	C=CCn1c(SC/C(=N/O)c2ccccc2)nnc1-c1cc(-c2ccc(S(C)(=O)=O)cc2)nc2ccccc12	104	87	111	81	99	99	81	93
72	CC(C)N1CC(C)(C)NC1=S	110	100	101	116	117	114	101	115
73	COc1cc(Nc2nc(C3CC3)cs2)cc(OC)c1OC	105	99	99	·	98	92	69	103
74	O=C(C(c1ccccc1)c1ccccc1)N1CCOCC1	110	85	81	99	101	98	104	100
75	O=C(CS(=O)(=O)c1ccccc1)c1cc2ccccc2oc1=O	102	97	87	99	111	109	97	97
76	Cn1cc(-c2ccc3c(c2)OCCO3)c(C(=O)NCc2ccc(Cl)cc2)n1	104	95	79	93	101	106	104	107
77	COc1cccc(-c2nc3occn3c2-c2ccnc(NCCCNS(=O)(=O)c3ccc(F)cc3)n2)c1	84	95	88	45	101	88	84	61
78	CCCc1onc(-c2noc(CCC)c2CC)c1CC	117	98	103	105	107	109	105	99
79	O=C(O)CN1C(=O)/C(=C/c2cn(-c3ccccc3)nc2-c2ccccc2)SC1=S	91	101	108	102	105	102	101	92
80	O=C(N/N=C\c1ccccc1)c1ccc2nc(-c3ccc(Cl)cc3)[nH]c2c1	103	103	112	95	101	100	99	91
81	CC(=O)c1ccc(NC(=O)Cn2nc(-c3ccc(Cl)cc3)nc2N)cc1	117	77	92	109	84	96	100	108
82	COc1cc(/C=N/n2c(CN3CCCC3)nc3ccccc3c2=O)cc(OC)c1OC	105	103	101	101	98	108	96	98
83	Cc1ccc2sc3c(NCCN)nc4ccccc4c3c(=O)c2c1	111	73	51	96	81	105	88	87
84	C[C@]12CCC(=O)C=C1CC[C@@H]1[C@@H]2CC[C@@]2(C)[C@H]1C[C@H](F)[C@@]21OCOC12COCO2 (stereo partly specified)	97	98	95	63	98	79	71	35
85	Clc1ccc(-c2[nH]ncc2-c2c[nH]c3ccccc23)cc1	95	99	76	95	109	95	·	94
86	O=C(CC1CCCC(CC(=O)c2ccccc2)N1CCc1ccccc1)c1ccccc1 (stereo unspecified)	85	94	·	56	85	87	·	69
87	C[C@]12CCC(=O)C[C@H]1CC[C@@H]1[C@@H]2CC[C@@]2(C)[C@H]1CC[C@]2(O)C(=O)CO	108	122	93	104	105	106	107	·
88	O=[N+]([O-])c1cccc2[nH]ncc12	102	109	99	102	88	95	90	110
89	Cc1ccc(-c2nnc(SCc3nc(N)nc(Nc4ccccc4)n3)n2-c2ccccc2)cc1	97	95	87	96	99	96	96	104
90	CC/C=C\C[C@H](O)C/C=C1/C(=O)C=C[C@@H]1C/C=C\CCCCO	17	5.6*	49	10	6.1*	63	69	16
91	c1ccc(CNc2ncnc3c2sc2ncccc23)cc1	107	106	96	95	106	112	·	99
92	CC(O)(c1ccccc1)C(C(c1ccccc1)N1CCOCC1)N1CCOCC1 (stereo unspecified)	113	103	85	107	94	102	102	·
93	CCN(CC)c1cccc(O)c1	106&109	97&114	71	117&98	86&107	97&107	89&88	112&91
94	Cc1ccc(S(=O)(=O)N(C)CCC#N)cc1	104	100	·	113	100	·	·	101
95	OCCN1CN(c2ccccc2)C(=S)N(c2ccccc2)C1	103	99	92	99	104	124	99	108
